Compound activity: PubChem BioAssay, National Center for Advancing Translational Sciences (NCATS)
D1 agonist = activates the human D1 dopamine receptor; P21728; HEK293 T-REx D1 cells, calcium flux, agonist mode; hit rate 1% among 360,000; AID 504660; activation, % at 2 µM; in the data active = activation above about 30%; note: 0% is about no effect
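Tetracycline-induced HEK293 TREx D1 cells, force-coupled to calcium signalling, were dye-loaded with a no-wash calcium kit. Compound was pin-added after a 10 s baseline. Fluorescence was read kinetically at 1 cycle/s for 180 s, with calcium rises flagged as agonism.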
TRHR enhancer = TRH receptor (human) allosteric enhancement; P34981; TRHR cells, fluo-8 calcium fluorescence, EC20 TRH enhancement; enhancement, % at 2 µM; hit rate 0.66% among 360,000; in the data active = enhancement above about 30%; note: 0% is about no effect
Target sequence (P34981 whole entry, looked up): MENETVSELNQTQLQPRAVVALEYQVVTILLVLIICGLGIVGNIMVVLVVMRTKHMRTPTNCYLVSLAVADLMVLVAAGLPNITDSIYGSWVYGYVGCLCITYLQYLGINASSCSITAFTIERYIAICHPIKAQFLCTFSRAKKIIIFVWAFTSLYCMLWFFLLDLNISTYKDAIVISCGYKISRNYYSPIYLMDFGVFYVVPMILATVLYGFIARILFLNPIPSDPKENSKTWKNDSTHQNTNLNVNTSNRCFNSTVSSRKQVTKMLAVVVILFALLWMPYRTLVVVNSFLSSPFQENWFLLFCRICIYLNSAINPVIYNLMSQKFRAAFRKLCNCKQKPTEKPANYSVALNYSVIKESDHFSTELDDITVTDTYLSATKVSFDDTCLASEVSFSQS
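TRHR-expressing cells loaded with fluo-8 calcium dye were read kinetically (ex 480/em 530) during compound addition, then stimulated with an EC20 of TRH (10 nM final). Enhancement of the Gq-mediated intracellular calcium response was scored.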
RXFP1 agonist = RXFP1 (human) receptor agonism | AID 2676 | hit rate 0.3% among 370,000 | Q9HBX9 | Potency, µM (series often up to 57.5 µM), without a hit: top-dose activation, usual class: activators | HEK293T-RXFP1 cAMP TR-FRET, 30 min; response scale: percent of porcine relaxin response, buffer zero; active = well fitted activation curve with a large enough effect; inconclusive = small, poorly fitted or top-dose-only effect; note: potency is the fitted concentration of half-maximal effect; % is set by controls: 0 for no effect and ±100 for the full control effect; nearly all actives have a fitted effect of over 60% in size; many of its hits are not listed in these tables
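HEK293 cells stably expressing RXFP1, treated 30 min at 37C with compounds plus PDE4 inhibitor Ro 20174; cAMP measured by HTRF TR-FRET. Normalized to buffer and 29 nM porcine relaxin; EC50 by Hill fit.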
D2 antag = antagonists of human D2 dopamine receptor; AID 485344; HEK293 TREx D2 cells, calcium flux, dopamine EC80; P14416; inhibition, % at 10 µM; hit rate 2% among 340,000; in the data active = inhibition above about 30%; note: 0% is about no effect
Target sequence (P14416 whole entry, looked up): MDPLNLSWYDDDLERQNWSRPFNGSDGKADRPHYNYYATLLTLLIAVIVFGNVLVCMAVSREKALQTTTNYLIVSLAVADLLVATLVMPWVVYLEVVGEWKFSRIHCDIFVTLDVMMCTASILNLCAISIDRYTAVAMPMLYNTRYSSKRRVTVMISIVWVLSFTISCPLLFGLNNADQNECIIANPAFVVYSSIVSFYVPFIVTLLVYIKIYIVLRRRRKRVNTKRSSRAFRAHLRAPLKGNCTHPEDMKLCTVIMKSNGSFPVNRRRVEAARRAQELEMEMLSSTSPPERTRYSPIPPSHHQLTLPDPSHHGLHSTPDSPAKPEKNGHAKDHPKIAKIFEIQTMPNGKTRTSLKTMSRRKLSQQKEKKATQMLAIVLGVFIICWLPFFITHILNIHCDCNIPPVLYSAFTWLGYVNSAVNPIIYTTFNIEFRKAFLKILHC
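Calcium mobilization kinetics were recorded at 1 s intervals in tetracycline-induced HEK293 T-REx D2 cells, first for 180 s after compound addition and then 180 s after EC80 dopamine.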
RXFP1 antag = blocks the human relaxin receptor RXFP1; HEK293-RXFP1, relaxin-stimulated cAMP HTRF, 30 min; hits give low values; activity change, negative = inhibition, % at 57.5 µM; hit rate 0.59% among 350,000;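 active = activity change of -60% or lower, but not beyond a set lower limit; inconclusive = change between -60% and -40%, or beyond the set limit; inactive = change above -40%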; note: % is set by controls: 0 for no effect and ±100 for the full control effect
D1 antagonist = antagonists of human D1 dopamine receptor; hit rate 3.2% among 360,000; HEK293 TREx D1 cells, calcium flux, dopamine EC80; hits give low values; activity change, negative = inhibition, % at 10 µM; in the data active = activity change below about -30%; note: % is set by controls: 0 for no effect and ±100 for the full control effect
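Allosteric or orthosteric antagonism assessed as attenuation of the calcium response to EC80 dopamine, added 180 s after compound, in induced HEK293 Trex D1 cells loaded with no-wash calcium dye.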
D2 ag = agonists of human D2 dopamine receptor | P14416 | HEK293 T-REx D2 cells, calcium flux agonist mode | activation, % at 2 µM | hit rate 0.53% among 340,000;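 active = activation over 3 SD above normal in the single-dose calcium agonist read, cut at about 30% in these data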; note: 0% is about no effect
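Tetracycline-induced HEK293 T-REx cells with force-coupled D2 receptor, plated overnight at 30 C, loaded with no-wash calcium dye. After a 10 s baseline, compound was pin-added and calcium flux read kinetically for 180 s; calcium rises flagged agonists.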
D2 potentiator = D2 dopamine receptor (human) potentiation. HEK293 T-REx D2, calcium flux, EC20 dopamine potentiation. potentiation, % at 10 µM. hit rate 0.34% among 340,000. AID 485347;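 active = potentiation over 3 SD above the plate norm, cut at about 30% in these data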; note: 0% is about no effect
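Calcium flux readout, no-wash dye, 1 read/s. Inducible HEK293 Trex D2 line, overnight 30 C. Compound alone 180 s (agonist flags), then EC20 dopamine, another 180 s to score potentiation.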
D1 PAM = potentiators of human D1 dopamine receptor | P21728 | HEK293 TREx D1 cells, calcium flux, dopamine EC20 potentiation | potentiation, % at 10 µM | hit rate 0.036% among 360,000 | AID 504651; in the data active = potentiation above about 30%; note: 0% is about no effect
The depositor's hits bear a star; ? = inconclusive; nt = no result given. These rows are one share of the data (hit frequency here may not be typical).

SMILES	D1 agonist	TRHR enhancer	RXFP1 agonist	D2 antag	RXFP1 antag	D1 antagonist	D2 ag	D2 potentiator	D1 PAM
O=C(COC(=O)c1ccc(Cl)nc1)NCc1ccc2c(c1)OCO2	0	4	0.4%	8	-7	-20	0.4	8	-2
COc1ccc(Cl)cc1NC(=O)c1nc2nc(C)cc(C(F)F)n2n1	0	-3	3.9%	5	-2	4	-0.4	2	nt
CCCOC(=O)/C(=C\c1ccc([N+](=O)[O-])o1)NC(=O)c1ccccc1	2	-3	0.6%	1	-11	-2	1.2	6	-4
CCN(CC)CCNS(=O)(=O)c1ccc(C(=O)NN)cc1	3	-8	-0.9%	-1	-9	-35*	-0.2	-3	-6
CCn1c(=O)c2c(nc(SCC(=O)NC3CCCC3)n2C)n(C)c1=O	1	2	6.0%	10	-3	5	4.5	nt	0
CC(=O)N1CCC(N(Cc2ccc(C)o2)C(=O)Nc2cccc(C(F)(F)F)c2)CC1	-1	3	-1.3%	nt	-16	-2	-0.4	-18	1
CC(C)OC(=O)NCCOC(=O)Nc1ccc(Cl)c(Cl)c1	9	-14	-0.9%	10	-12	-40*	-0.4	-23	-3
CCCOc1ccc(C(=O)NCc2cccnc2)cc1	1	-1	-1.1%	-11	4	-21	0.4	16	-4
O=C(NCC(=O)N(Cc1ccco1)C(C(=O)NC1CCCCC1)c1cccnc1)c1ccco1 (configuration not stated)	2	2	1.0%	-21	-23	-14	7.3	-3	-8
CC1(C)N=C(N)N=C(N)N1c1ccc(OCCCOc2ccccc2)c(Cl)c1	4	-11	1.4%	10	8	-2	-0.5	-15	-4
COC(=O)c1cc(C(=O)OC)n(Cc2ccc(C)cc2)c1C	3	3	4.9%	4	-11	-2	1.0	-6	-4
CC1Cc2ccccc2N1C1=CC(=O)CCC1 (configuration not stated)	2	16	-0.7%	2	-10	-16	-1.4	12	0
O=[N+]([O-])c1ccc(F)cc1OCc1cccc(S(=O)(=O)N2CCOCC2)c1	1	17	4.3%	1	-11	-30	1.7	-11	2
CCC(=O)N1CCN(c2ccc(NC(=O)c3ccc(C#N)cc3F)cc2Cl)CC1	13	-7	0.9%	21	-13	12	2.6	-10	-4
COc1ccc(Cl)cc1NC(=O)CN(C)C(=O)c1cc2ccccc2cc1O	5	5	-2.8%	10	0	-5	0.0	-17	0
COc1ccc(Cl)cc1NC(=O)C(C)OC(=O)Cn1cc(C(F)(F)F)ccc1=O (configuration not stated)	2	-2	0.1%	19	8	-8	-0.1	-13	-5
Cc1ccc(CN2CCN(c3cccc4[nH]ccc34)CC2)cc1	9	11	0.9%	72*	2	-21	73*	-21	-17
COCC(C)Nc1nc(C)c(C(C)=O)s1 (configuration not stated)	8	5	-0.2%	-19	-2	-1	0.0	-7	-3
COc1ccc(-n2c(=O)c3c4c(sc3n(Cc3c(F)cccc3Cl)c2=O)CN(C(C)=O)CC4)cc1OC	1	-1	2.4%	nt	-16	-2	0.3	6	0
O=C(O)C1CC=CCC1C(=O)N1CCN(c2nc(-c3ccccc3)c3ccccc3n2)CC1 (configuration not stated)	5	9	2.7%	-23	-13	-7	-0.1	-7	-7

Results in D2 potentiator and D2 antag, for some of the entries so far:
mol,D2 potentiator,D2 antag
COc1ccc(-n2c(=O)c3c4c(sc3n(Cc3c(F)cccc3Cl)c2=O)CN(C(C)=O)CC4)cc1OC,6,nt
CCC(=O)N1CCN(c2ccc(NC(=O)c3ccc(C#N)cc3F)cc2Cl)CC1,-10,21
COC(=O)c1cc(C(=O)OC)n(Cc2ccc(C)cc2)c1C,-6,4
COc1ccc(Cl)cc1NC(=O)C(C)OC(=O)Cn1cc(C(F)(F)F)ccc1=O (configuration not stated),-13,19
O=[N+]([O-])c1ccc(F)cc1OCc1cccc(S(=O)(=O)N2CCOCC2)c1,-11,1
CC1Cc2ccccc2N1C1=CC(=O)CCC1 (configuration not stated),12,2
Cc1ccc(CN2CCN(c3cccc4[nH]ccc34)CC2)cc1,-21,72*

(list continues)
SMILES	D1 agonist	TRHR enhancer	RXFP1 agonist	D2 antag	RXFP1 antag	D1 antagonist	D2 ag	D2 potentiator	D1 PAM
O=S(=O)(NCCc1nnc2ccc(SCc3c(F)cccc3Cl)nn12)c1ccccc1	0	-14	1.0%	nt	10	2	-0.9	1	-1
CCSc1nnc(NC(=O)c2ccc(S(=O)(=O)N(C)C)cc2)s1	0	-3	0.5%	-12	-10	4	1.1	2	-2
Cc1onc(-c2ccccc2Cl)c1C(=O)Nc1ccc(S(=O)(=O)NCC2CCCO2)cc1 (configuration not stated)	0	6	1.4%	-12	12	9	-0.3	2	-3
O=C(Nc1ccc(Br)cc1)c1cccc(NC(=O)C2C3CC4OC(=O)C2C4C3)c1 (configuration not stated)	1	2	-1.0%	14	6	11	0.6	-9	-5
O=C(NCCC1=CCCCC1)C(c1ccccc1)c1ccccc1	5	-4	3.7%	-2	-11	-33*	-0.5	-11	-8
C=CCn1c(-c2cccnc2Cl)nc2ccccc21	3	1	1.1%	7	-3	7	1.3	1	4
Brc1ccc(CSc2ncn[nH]2)cc1	1	1	0.4%	6	6	0	0.1	6	-3
COc1ccc(-c2cc(=O)oc3c(C)c(OCC(=O)N(C)C)ccc23)cc1	4	2	-0.3%	-19	-1	3	-0.5	4	3
O=C(O)c1ccc(N=Cc2c(O)ccc3ccccc23)cc1	1	4	2.5%	-5	-5	-6	39*	-15	-1
Nc1c([N+](=O)[O-])cnnc1-c1ccccc1	2	4	2.5%	-2	nt	-14	-2.2	-2	-1
COC(=O)c1ccc(C(=O)OC)c(N)c1	0	0	1.8%	-18	nt	8	0.0	-2	-5
O=[N+]([O-])c1cc([N+](=O)[O-])c(Oc2ccccc2F)cc1NN1CCCCC1	4	-10	-0.6%	19	nt	4	1.1	-1	5
Cc1cccc(C(=O)Nc2nc(-c3ccc(Br)cc3)ns2)c1	0	-6	26%	nt	0	-4	nt	-10	0
O=C(COC(=O)[C@@H]1CCCN1S(=O)(=O)c1ccccc1F)NCc1ccc2c(c1)OCO2	2	-1	-0.2%	-6	13	-12	0.1	17	-6
O=C(NN1C(=O)C2C3c4ccccc4C(c4ccccc43)C2C1=O)c1ccccc1 (configuration not stated)	8	-5	2.4%	8	-4	5	-0.6	2	1
COc1cc(-c2nc3cnccn3c2Nc2ccccc2)ccc1O	1	4	8.8%	2	nt	16	1.5	7	1
O=C(NC1CCCC1)c1cc2nc(-c3ccccc3)cc(-c3ccccc3)n2n1	0	15	-4.0%	4	5	18	-0.5	7	-4
CC(=O)Nc1ccc(S(=O)(=O)NC2=C(N3CCN(c4ccc(F)cc4)CC3)C(=O)c3ccccc3C2=O)cc1	-3	3	-1.3%	11	-18	-9	1.2	-10	-3
COC(CN(C)S(=O)(=O)c1cc2c3c(c1)CCC(=O)N3CCC2)OC	2	-4	-2.7%	13	5	21	0.5	-4	-1
O=C(NCC1CCOCC1)c1ccc2nc(Cc3cccc(Cl)c3)oc2c1	-1	-19	?	61*	-3	-53*	1.4	-22	-23
CC(OC(=O)c1ccc(NC(=O)CC#N)cc1)C(=O)Nc1nc(-c2ccccc2)cs1 (configuration not stated)	4	-3	0.6%	7	?	-11	0.0	3	9
N#Cc1c(C(F)(F)F)cc(-c2ccccc2)nc1SCC(=O)N1CCOCC1	0	-2	-0.6%	-12	-5	8	0.3	6	-4
Cc1cc(C)c2c(N)c(C(=O)NN3CC(=O)N(c4ccccc4)CC3=O)sc2n1	4	-2	-3.3%	7	5	-4	-1.3	-8	-3
Cc1ccc(C(=O)c2cn(CC(=O)NC3CCCCC3)c3nc(C)ccc3c2=O)cc1	0	-8	16%	nt	-9	-1	0.0	-6	4
CCOc1ccc(N(C)C(=O)CS(=O)(=O)c2cccc3nsnc23)cc1	-1	-1	0.3%	nt	nt	-2	1.3	nt	-5
Cc1nn(-c2ccccc2)c(=S)c2ccccc12	4	-3	3.8%	16	1	-12	0.0	-4	-5
CC(NC(=O)C1C2C=CC(C2)C1C(=O)O)c1ccccc1 (configuration not stated)	4	16	-0.2%	6	-3	4	0.7	9	-4
COc1ccc(NC(=O)C(c2ccc(C)cc2)N(C)C(=O)/C=C\c2ccc3c(c2)OCO3)cc1 (configuration not stated)	5	8	-0.6%	nt	-12	-12	0.1	nt	0
CCOCCOC(=O)c1ccc(-n2cncn2)nc1	9	6	1.8%	-5	5	7	0.4	5	0
CCN1CCN(C(=O)c2[nH]c3ccc(OC)cc3c2C)CC1	0	23	-3.1%	1	8	2	0.6	1	20

Part of the list above, with two lines to a compound:
Second line of a record – D1 agonist	TRHR enhancer	RXFP1 agonist	D2 antag	RXFP1 antag	D1 antagonist	D2 ag	D2 potentiator	D1 PAM
Cc1cc(C)c2c(N)c(C(=O)NN3CC(=O)N(c4ccccc4)CC3=O)sc2n1
 : 4	-2	-3.3%	7	5	-4	-1.3	-8	-3
Cc1ccc(C(=O)c2cn(CC(=O)NC3CCCCC3)c3nc(C)ccc3c2=O)cc1
 : 0	-8	16%	nt	-9	-1	0.0	-6	4
CCOc1ccc(N(C)C(=O)CS(=O)(=O)c2cccc3nsnc23)cc1
 : -1	-1	0.3%	nt	nt	-2	1.3	nt	-5
Cc1nn(-c2ccccc2)c(=S)c2ccccc12
 : 4	-3	3.8%	16	1	-12	0.0	-4	-5
CC(NC(=O)C1C2C=CC(C2)C1C(=O)O)c1ccccc1 (configuration not stated)
 : 4	16	-0.2%	6	-3	4	0.7	9	-4
COc1ccc(NC(=O)C(c2ccc(C)cc2)N(C)C(=O)/C=C\c2ccc3c(c2)OCO3)cc1 (configuration not stated)
 : 5	8	-0.6%	nt	-12	-12	0.1	nt	0

(list continues)
SMILES	D1 agonist	TRHR enhancer	RXFP1 agonist	D2 antag	RXFP1 antag	D1 antagonist	D2 ag	D2 potentiator	D1 PAM
CCN(CC)C(=O)N1CCN(S(=O)(=O)c2ccc(C)cc2)CC1	4	0	-3.2%	2	4	-3	0.5	1	2
O=C(NC(=S)Nc1ccc2[nH]c(=O)[nH]c2c1)c1cccc(F)c1	6	2	1.4%	9	-4	4	-0.5	1	1
CC(=O)c1cccc(OCC(=O)N2CCN(c3ccc(C(F)(F)F)cn3)CC2)c1	14	-4	1.0%	nt	4	-21	nt	nt	-2
Cc1cccc(N2CCN(S(=O)(=O)c3c(C)[nH]c(C)c3C(=O)N3CCCCC3)CC2)c1C	13	30*	-0.9%	-25	0	-16	0.0	23	-11
